Screens deposited in PubChem BioAssay by Broad Institute.
BL2 CD40 inh: inhibitors of CD40-induced NF-kB signaling, primary screen, BL2 cells, luciferase reporter, single point; CD40L-induced, 4 h; inhibition, % at 10 µM; AID 1053188, 2014; hit rate 0.94% among 83,000;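 active = mean inhibition of at least 50% with a set share of replicates also reaching that level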;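 also: 0% = neutral control wells and 100% = IKK inhibitor VII at 50 µM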
Starred values were filed as active, the others as inactive; & = joins results of further samples; [ ] = dose if it differs, or a comment. Only part of the results is shown; the hit share may differ from the screen's.

Sample of the layout (6 entries):
SMILES | BL2 CD40 inh
C/C=C/c1ccc(C2[C@@H]3CN(C(=O)Nc4ccc(C(F)(F)F)cc4)C[C@H]2N3)cc1 (stereo partly drawn) | -4.6&-5.6[25 µM]
CN(C)C1NC(=O)c2cc(-c3ccccc3)sc2N1 (stereo not drawn) | -22.6
O=C(Nc1ccc(Cl)c(S(=O)(=O)N2CCOCC2)c1)c1ccccn1 | -2.3
O=C(c1cnn(C(=O)c2ccco2)c1)c1ccccc1O | -3.6
c1ccc(N2CCN(c3ncnc4sc5c(c34)CCC5)CC2)cc1 | 11.9
Cn1c(NCCCO)nc2ccccc21 | 1.8

Results, previewed entries included:
SMILES | BL2 CD40 inh
C/C=C/c1ccc(C2[C@@H]3CN(C(=O)Nc4ccc(C(F)(F)F)cc4)C[C@H]2N3)cc1 (stereo partly drawn) | -4.6&-5.6[25 µM]
CN(C)C1NC(=O)c2cc(-c3ccccc3)sc2N1 (stereo not drawn) | -22.6
O=C(Nc1ccc(Cl)c(S(=O)(=O)N2CCOCC2)c1)c1ccccn1 | -2.3
O=C(c1cnn(C(=O)c2ccco2)c1)c1ccccc1O | -3.6
c1ccc(N2CCN(c3ncnc4sc5c(c34)CCC5)CC2)cc1 | 11.9
Cn1c(NCCCO)nc2ccccc21 | 1.8
C[C@H](NC(=O)C1CC(=O)N(c2ccc3c(c2)OCO3)C1)C(=O)NC1CCCCC1 (stereo partly drawn) | 10.1
Cc1cc(C)n(CC(O)COCc2ccccc2)n1 (stereo not drawn) | 15.8
CCCc1cc(=O)[nH]c2nnc(SCC(=O)Nc3nnc(CC)s3)n12 | -7.2
COc1ccccc1NS(=O)(=O)c1ccc(C(=O)NCCCN2CCOCC2)cc1 | 4.7
Cc1cccc(-n2c(SCC(=O)NCC3CCCO3)nc3ccccc3c2=O)c1C (stereo not drawn) | 2.8
S=C1CC2CCCC(C2)N1 (stereo not drawn) | 13.1
CN(Cc1ccc(OC(F)F)cc1)C(=O)c1cccc(S(=O)(=O)N2CCN(Cc3ccccc3)CC2)c1 | 2.9
Cc1ccc(OCCOC(=O)c2cccc(S(=O)(=O)N3CC(C)OC(C)C3)c2)cc1 (stereo not drawn) | 8.9
COc1cccc(NS(=O)(=O)c2ccc(S(=O)(=O)N3CCCC3)cc2)c1 | 3.7
CC(C)(C)NC(=O)COC(=O)c1ccc(O)cc1 | -20.7
Cc1ccnc(NC(=O)c2ccc(Cl)c(S(=O)(=O)N3CCCC3)c2)c1 | -34.9
Oc1c(C(c2ccco2)N2CCC3(CC2)OCCO3)sc2ncnn12 (stereo not drawn) | 6.0
S=C(NCc1ccco1)N1CCN(c2cccc(Cl)c2)CC1 | 5.6
COc1ccc(C2CC(c3ccccc3)=NN2C(=O)COC(=O)c2cccc(O)c2)cc1 (stereo not drawn) | -0.7
Cc1cc(Cl)ccc1OCCCC(=O)NNC(=O)c1ccccc1O | -12.5
COc1cccc(CNC(=S)Nc2ccc3c(c2)c(=O)n(C)n3Cc2ccc(F)cc2)c1 | -8.1
CSCC[C@H](NC(=O)c1cccc(S(=O)(=O)N2CCN(C)CC2)c1)c1nc2ccccc2[nH]1 | -3.5
COc1cccc(C#Cc2ccc3c(c2)[C@H]2[C@H](CCN2S(=O)(=O)c2ccc(C)cc2)[C@@H](CO)N3)c1 | 17.1[25 µM]
CCOC(=O)C1CCC(=O)C1 (stereo not drawn) | 4.8
CN1CCN(C(=S)c2cn(CCOc3ccccc3)c3ccccc23)CC1 | -2.6
NNC(=O)c1ccc(Cl)cc1Cl | -10.5
CNc1ncnc2c1ncn2-c1ccccc1 | -47.9
C[C@@H]1CN([C@H](C)CO)C(=O)c2cccc(NC(=O)Nc3ccc(C(F)(F)F)cc3)c2O[C@@H]1CN(C)S(=O)(=O)c1cn(C)cn1 | 6.8[25 µM]
CO[C@H]1CN(C)C(=O)c2cc(NC(=O)c3nc4ccccc4s3)ccc2OC[C@@H](C)N(Cc2cccnc2)C[C@H]1C | 12.1

Looked up above.
CCOC(=O)C1CCC(=O)C1 (stereo not drawn) in BL2 CD40 inh is entered as 4.8
NNC(=O)c1ccc(Cl)cc1Cl in BL2 CD40 inh is entered as -10.5
CO[C@H]1CN(C)C(=O)c2cc(NC(=O)c3nc4ccccc4s3)ccc2OC[C@@H](C)N(Cc2cccnc2)C[C@H]1C in BL2 CD40 inh is entered as 12.1

(cont.)
SMILES | BL2 CD40 inh
O=C(c1ccc(S(=O)(=O)Nc2ccccc2F)cc1)N1CCCC1 | 0.3
COc1ccc(CCC(=O)OCC(=O)NCc2ccccc2)cc1 | 10.5
CCNC(=O)c1cc2c(c(-c3cccc(-c4cccc(C(=O)N(C)C)c4)c3)n1)[C@H](CCO)N([S@@](=O)C(C)(C)C)C2 | 17.8[25 µM]
O=C(O)CC1(CC(=O)NCc2cc(F)cc3c2OCOC3)CCCCC1 | 0.7
CSc1ccc(CN2CCC2(C)C(=O)NCc2ccccc2Br)cc1 (stereo not drawn) | 6.2
O=C(NCCCn1ccnc1)c1csc2ccccc12 | 26.7
NC(Cc1c[nH]c2ccccc12)C(=O)NCc1ccccc1 (stereo not drawn) | -0.5
O=C(c1ccncc1)N1CCN(CCc2ccccc2)CC1 | 1.0
c1ccc(-c2ccc(-n3ccnc3)cc2)cc1 | -73.5
O=C1NC(c2ccc3c(c2)OCO3)Oc2ccccc21 (stereo not drawn) | 7.9
Cc1nc(Nc2ccc(O)cc2)c2c3c(sc2n1)CCCC3 | -14.2
O=C(Nc1ccc2oc(-c3cccnc3)nc2c1)c1cc2ccccc2o1 | -10.6
CCOC(=O)C1=C(C)Nc2ncnn2C1/C=C/c1ccccc1 (stereo not drawn) | 18.5
N#C/C(=C(\N)Sc1ccc(N)cc1)c1ccccc1C(F)(F)F | -5.9[25 µM]
O=C(Cn1c(NCCO)nc2ccccc21)NCC1CCCO1 (stereo not drawn) | 11.5
Cc1cccnc1NC(=O)c1ccc(S(=O)(=O)NCc2ccco2)cc1 | 4.0
Cc1ccnc(N2CCCC(C(=O)NC3CC3)C2)n1 (stereo not drawn) | 13.2
C[C@H]1CC(=O)N[C@@H](c2ccccc2)C/C=C\C[C@H](c2ccc3c(c2)OCO3)NC1=O | 8.6[25 µM]
Cc1cc([N+](=O)[O-])nn1CC(=O)Nc1ccc(Cc2ccncc2)cc1 | -4.4
COc1ccc(NC(=O)Nc2cccnc2)c(OC)c1 | -7.7
COc1cccc(NC(=O)CN(C)C(=O)COc2ccc3ccccc3c2)c1 | -0.5
O=C(c1ccccc1N(Cc1ccccc1)S(=O)(=O)c1ccccc1)N1CCOCC1 | -1.4
CCOc1ccc(S(=O)(=O)Nc2ccc(C(=O)NCCCN3CCOCC3)cc2)cc1 | 7.4
COc1ccc2c3c([nH]c2c1)[C@H](CO)NCC31CCN(C(=O)Cc2cccnc2)CC1 | -6.9[25 µM]
CCCCCCn1c(NCC)nc2c1c(=O)[nH]c(=O)n2C | -13.7
CN1C(=O)c2cc(NC(=O)C3CC3)ccc2OC[C@@H]2O[C@@H](CC(=O)NCc3ccccc3F)CC[C@@H]21 | -6.6
O=C(Nc1ccc(N2CCN(C(=O)c3cccs3)CC2)cc1)c1ccco1 | -12.1
COc1cccc(C(=O)N2CCN(C(=O)COc3ccc4ccccc4c3)CC2)c1 | 8.3
CC(=O)N1[C@H](CO)[C@@H](c2ccccc2)[C@@H]1CNC(=O)CN1CCOCC1 | 3.5[25 µM]
CCOCCn1c(SC)nc2c1c(=O)[nH]c(=O)n2C | 13.9

An excerpt of these results, as a markdown table:
| SMILES | BL2 CD40 inh |
| --- | --- |
| O=C(Nc1ccc(N2CCN(C(=O)c3cccs3)CC2)cc1)c1ccco1 | -12.1 |
| COc1cccc(C(=O)N2CCN(C(=O)COc3ccc4ccccc4c3)CC2)c1 | 8.3 |

Later entries:
SMILES | BL2 CD40 inh
CN(CC(=O)Nc1ccc(F)cc1)C(=O)CN1C(=O)NC2(CCCC2)C1=O | 7.3
O=C(COC(=O)c1ccc(O)cc1)NC(c1ccccc1)c1ccccc1 | -2.0
CCCNC(=O)N1CC2(CCN(S(=O)(=O)c3ccccc3)CC2)c2c(n(C)c3cc(OC)ccc23)[C@@H]1CO | 13.3[25 µM]
CO[C@H]1CC[C@@H]2CCOc3c(C#N)cccc3C(=O)N(C)CCCC(=O)N(C)C[C@H]1O2 | -2.0[25 µM]
CCOC(=O)c1c(C)[nH]c(C)c1C(=O)COC(=O)C1CC(=O)N(CCc2ccccc2)C1 (stereo not drawn) | -0.3
CCCC#Cc1ccc([C@@H]2[C@H]3CN(Cc4cncnc4)CCCCN3[C@H]2CO)cc1 | -6.8[25 µM]
O=C(CNC(=O)c1ccccc1)OCc1nnc(-c2ccccc2)o1 | -15.4
COc1ccc(CCNC(=O)Cn2cccc2C(=O)c2ccccc2)c(OC)c1 | 0.5
CCN(CC(=O)NCc1cccs1)C(=O)c1cc(Br)ccc1O | 7.8
COCCCNC(=O)c1cc2c(=O)n(C)c3ccccc3c2n1C | 7.8
C[C@H](CO)N1C[C@H](C)[C@H](CN(C)C(=O)c2ccccc2)Oc2ncc(C#Cc3ccccc3)cc2C1=O | -0.5[25 µM]
COc1ccccc1NC(=O)COC(=O)c1ccc(N2CCCC2=O)cc1 | 2.4
COc1ccc(OC)c(NC(=O)c2ccc(OCC(=O)N3CCOCC3)c(OC)c2)c1 | -9.2
Nc1ccc(C(=O)OCCCc2nc3ccccc3[nH]2)cc1 | 6.8
CS(=O)(=O)N1CCC(Oc2ccccc2C(=O)N2CCC[C@H]2CO)CC1 | -23.2
COc1cccc(CN(C)C[C@H]2OCc3ccccc3-c3c(n(C)c4ccccc34)C(=O)N([C@H](C)CO)C[C@H]2C)c1 | 19.4
CN(C)c1ccc(-c2ccnc3c2CC(C)(C(=O)Nc2ccc4c(c2)OCO4)O3)cc1 (stereo not drawn) | -3.1
Cc1ccc(S(=O)(=O)N[C@H]2CC[C@H](CCn3cc(C4CCCC4)nn3)O[C@H]2CO)cc1 | 4.1
COc1ccccc1NC(=O)C(C)OC(=O)C(C)SCC(=O)Nc1ccc(C)cc1 (stereo not drawn) | 9.8
COc1ccccc1C(=O)Nc1cc2cc(Br)ccc2oc1=O | 0.1
C[C@@H]1CN([C@H](C)CO)C(=O)c2ccccc2-c2ccccc2CO[C@@H]1CN(C)S(=O)(=O)c1ccccc1C#N | 4.1[25 µM]
COCCN1CCN(C(=O)c2ccc3oc(CCCc4ccccc4)nc3c2)CC1 | -42.2
O=C(c1ccco1)N1CCCN(Cc2nc(-c3cccs3)no2)CC1 | 8.3
Cc1cnc(C(=O)OCC(=O)NC(=O)NC(C)C)cn1 | 9.9
COc1ccc(/C=N/n2cnnc2SCc2ccc(OC)cc2)cc1 | -0.8
O=CNC1CCCc2c1[nH]c1ccc(Cl)cc21 (stereo not drawn) | -41.4
CCC(CO)NC(=O)c1ccccc1C(F)(F)F (stereo not drawn) | 14.8
O=C(Nc1nc2c(s1)C(=O)CCC2)c1ccccc1 | -22.3
CC(=O)NC1C(=O)N=C(SCC(=O)Nc2ccc(C(F)(F)F)cc2Cl)NC1=O (stereo not drawn) | 1.5
COCCNC(=O)COC(=O)c1ccc(OCC(=O)Nc2ccccc2OC)c(OC)c1 | 0.7

A portion from further up, for reference:
SMILES | BL2 CD40 inh
O=C(c1ccco1)N1CCCN(Cc2nc(-c3cccs3)no2)CC1 | 8.3
Cc1cnc(C(=O)OCC(=O)NC(=O)NC(C)C)cn1 | 9.9
COc1ccc(/C=N/n2cnnc2SCc2ccc(OC)cc2)cc1 | -0.8
O=CNC1CCCc2c1[nH]c1ccc(Cl)cc21 (stereo not drawn) | -41.4

The list continues:
SMILES | BL2 CD40 inh
Nc1nnc(C(F)(F)F)s1 | -0.2
CC1CCC2(CC1)NC(=O)N(CC(=O)Nc1cccc(C#N)c1)C2=O (stereo not drawn) | 12.5
CC(C)c1ccccc1NS(=O)(=O)N(C)C | 0.7
Cc1cccc(NC(=O)c2sc3nc(-c4ccccc4)cn3c2C)n1 | -50.9
O=C(Nc1cccc(-c2nc3ncccc3o2)c1)c1ccccc1 | -4.3
CN(C)C(=O)[C@H]1[C@H](CO)[C@H]2Cn3c(ccc(-c4ccccc4)c3=O)[C@@H]1N2Cc1ccccn1 | 3.3[25 µM]
CN(CC(=O)N1CCN(C2CCCCC2)CC1)S(=O)(=O)c1cccc2nsnc12 | 2.7
C[C@@H]1CCCCO[C@@H](CN(C)C(=O)CCCN(C)C)[C@H](C)CN([C@@H](C)CO)C(=O)c2cc(NC(=O)Nc3ccc4c(c3)OCO4)ccc2O1 | -10.5[25 µM]
CC(C)CCNC(=O)c1ccc(Cl)c(N)c1 | -57.0
N#C[C@H]1[C@H](c2ccc(-c3cccc(F)c3)cc2)[C@H](CO)N1C(=O)CN1CCOCC1 | 4.2[25 µM]
Cc1cccc(OCC(=O)N(Cc2ccccc2)c2c(N)n(Cc3ccccc3)c(=O)[nH]c2=O)c1 | -18.4
Cc1ccc(C)c(NC(=O)Cc2nc(CNCC(C)C)cs2)c1 | 8.3
COc1ccccc1OCCCC(=O)Nc1nccs1 | -78.4
CS(=O)(=O)NNC(=O)c1csc(Cc2c(Cl)sc3ccc(Cl)cc23)n1 | 17.5
C[C@H]1CN([C@@H](C)CO)C(=O)c2c(c3ccccc3n2C)-c2ccccc2CO[C@@H]1CN(C)C(=O)c1cc(Cl)cc(Cl)c1 | 39.9[25 µM]
N#C[C@H]1[C@@H](c2ccc(C#Cc3ccc(F)cc3)cc2)[C@H](CO)N1C(=O)C1CCCC1 | 14.6
O=C(CN1CCOCC1)N[C@H]1CC[C@@H](CCNC(=O)C2CCCC2)O[C@@H]1CO | 3.2
OCc1nc2ccccc2n1CCCc1ccccc1 | -7.8
Cc1ccc(-c2nnn(CC(=O)N3CCN(c4ccccc4)CC3)n2)o1 | -2.9
CCN(C(=O)COC(=O)C1=COCCO1)c1c(N)n(Cc2ccccc2)c(=O)[nH]c1=O | 2.8
COc1ccc2[nH]c(O)c(NC(C)=O)c2c1 | 6.9
NS(=O)(=O)c1cccc(NC(=O)c2cccc(N3C(=O)c4ccccc4C3=O)c2)c1 | 0.4
C=CCOc1ccc(/C=C/C(=O)OCC(=O)N(C)CC(=O)Nc2ccc(F)cc2)cc1 | -25.9
CCCNC(=O)Nc1ccc2c(c1)OC[C@H](C)N(CCC)C[C@H](C)[C@H](OC)CN(C)C2=O | -7.3
